From PubChem
PMI inhibition: human PMI inhibitors, high substrate, primary screen, biochemical, fluorescence intensity, high mannose 6-phosphate (AID 1220); inhibition, % at 20 µM, or IC50 in µM where a hit was titrated; recombinant PMI enzyme, coupled fluorescence intensity; higher % means a stronger effect; 190,000 tested, 0.66% active
Yfh1-depleted yeast: enhancers of respiration in Yfh1-depleted yeast, dose response, Friedreich's ataxia, plus single-dose screen (AID 1465). S. cerevisiae Yfh1-off respiration, WST-1 reduction, 72 h; higher fold induction means a stronger effect. fold induction at 50 µM, or EC50 in µM where a hit was titrated. 220,000 tested, 0.074% active;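 active = fold induction of absorbance versus untreated yeast above a set limit, then at least 30% activation at any dose in follow-up; inconclusive = repeats straddling the limit, or above it without dose testing; inactive = fold induction below the set limit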;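 also: activators that raise dye reduction in frataxin-depleted yeast; strong numbers were not always called active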
b-catenin transl: modulators of beta-catenin nuclear translocation, primary screen, imaging, HeLa cells, immunofluorescence, high-content. nuclear translocation activity, % at 5 µM. 190,000 tested, 0.3% active. AID 1665, 2009;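 active = nuclear translocation activity above 50% at 5 µM, with a well cell count of 50 or more; inconclusive = wells under 50 cells across six images, flagged as toxic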;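 also: per-cell ratio of nuclear to cytoplasmic median beta-catenin stain intensity; plate controls were DMSO negative control for no effect and GSK-3 inhibitor IX positive control for full effect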
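Test system: human HeLa cells, endogenous beta-catenin. Times: 24 h compound exposure, 37°C. Measured by: beta-catenin immunofluorescence imaging with DAPI.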
Insulin prom up: insulin promoter activators in MIN6 cells, imaging, high-content screening, mouse beta cells. z-score at 5 µM. AID 1625, 2009. 190,000 tested, 0.3% active. MIN6 insulin promoter-GFP reporter; active compounds read high;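 active = z-score above 3 at 5 µM with at least 500 cells counted in the well; inconclusive = wells under 500 cells, flagged as cytotoxic or low count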
WT yeast gro inh: growth inhibition of WT strain, primary screen, mitochondrial fusion inhibitor project, WT and mutant strains, chemical genetic | inhibition, % at 10 µM | AID 1362, 2008 | 190,000 tested, 2.1% active | mitochondrial fusion phenotypic screen; in the data active = inhibition above about 58%; tested in S. cerevisiae
MT stabilizer: microtubule stabilizers in HeLa cells, primary screen, imaging, high-content imaging. HeLa tubulin immunostaining HCS, 24 h; share of cells brighter than vehicle mean+2SD. % tubulin-high responders, % at 10 µM. 200,000 tested, 0.83% active;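 active = plate Z-score above 3 for both tubulin-high and condensed-nucleus cell shares, with cell loss under 80%, at 10 µM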;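 also: anti alpha tubulin signal scored within the nucleus-defined area of each cell; some results filed as inactive read as strong as hits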
Autophagy mod: autophagy modulators in MEF cells, primary screen, imaging, high-content, MEF GFP-LC3 | AID 463193, 2010 | MEF GFP-LC3 puncta imaging; test concentration mostly 10 µM | 190,000 tested, 0.98% active | calls only at 10 µM (by protocol);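 active = percentage of spot-positive cells more than 3 SD above its plate mean, without a fluorescence outlier flag or 80% toxicity; inconclusive = no clear call, values can overlap the other calls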;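 also: spot-positive cell cutoff set from DMSO-treated cells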
Dynein cargo inh: inhibitors of GR-EGFP nuclear translocation, primary screen, dynein cargo transport inhibitor project, imaging, high-content, 3617.4 mouse cells | 220,000 tested, 0.47% active | test concentration mostly 20 µM; stimulated with dexamethasone, 1 µM; active compounds read low | z-score, hits read low | AID 1381, 2008;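 active = plate z-score of nuclear minus cytoplasmic receptor signal below a set negative limit, without overly bright fluorescence or cell loss, cut at about -3.5 in these data, passing the limit was not always enough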;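 also: z-score of nuclear minus cytoplasmic ring GR-EGFP intensity difference per well; some compounds called inactive have numbers as strong as hits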
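Buffer or medium: tetracycline-free induction medium containing charcoal-stripped FBS / Reagent: dexamethasone agonist, 1.0 µM final, for 30 min / Technique: automated 10x imaging of fixed Hoechst-stained cells / Times: induction 48 h, compound 1 h, agonist 30 min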
human PMI inhibition: inhibitors of human PMI, primary screen, biochemical, fluorescence intensity, coupled assay (AID 1209); Mannose-6-phosphate isomerase (Homo sapiens); 190,000 tested, 0.42% active; inhibition, % at 20 µM; hits with a dose series show IC50 in µM; purified PMI enzyme, coupled fluorescence intensity; higher % means a stronger effect;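 also: plate controls were DMSO vehicle for no effect and wells lacking substrate for full effect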
WT yeast gro inh mutant strain: second read-out of WT yeast gro inh, no call of its own (marks repeat the call); inhibition, %; mitochondrial fusion phenotypic screen, mutant strain inhibition
Dynein cargo inh cytoplasmic EGFP: also measured in Dynein cargo inh; calls as there; z-score; measured here: cytoplasmic GR-EGFP intensity; active compounds read high
Dynein cargo inh nuclear GR-EGFP: recorded beside Dynein cargo inh, whose call it bears; z-score; measured here: nuclear GR-EGFP intensity;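 lower value marks the stronger effect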
Dynein cargo inh cell count: recorded beside Dynein cargo inh, whose call it bears; z-score; measured here: cell count per field
Insulin prom up cell count: also measured in Insulin prom up; calls as there; cell count; measured here: cytotoxicity, nuclei count;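 total cells summed across four imaged fields per well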
b-catenin transl cell count 5 µM: second read-out of b-catenin transl, no call of its own (marks repeat the call); cell count; measured here: cell count, cytotoxicity flag
MT stabilizer Hoechst-high %: further read-out of MT stabilizer, marked with its call; % Hoechst-high responders; measured here: nuclear condensation Hoechst responders;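 share of cells brighter than vehicle mean plus two SD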
MT stabilizer cytotoxicity %: further read-out of MT stabilizer, marked with its call; toxicity, %; measured here: cytotoxicity by cell density;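 0% = mean cell density of plate MIN control wells and 100% = no cells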
Autophagy mod cell loss 18 h: recorded beside Autophagy mod, whose call it bears; toxicity, %; measured here: cell loss, nuclei count;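 cell loss after 18 h compound exposure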
An asterisk follows results filed as active; i = inactive; ? = inconclusive; / = no result given. Rule as the data show it, unless noted: active = inhibition above about 50%; inactive = the rest. Compounds as they come, and some 5% of all compounds hit somewhere here.

SMILES | PMI inhibition | Yfh1-depleted yeast | b-catenin transl | b-catenin transl cell count 5 µM | Insulin prom up | Insulin prom up cell count | WT yeast gro inh | WT yeast gro inh mutant strain | MT stabilizer | MT stabilizer Hoechst-high % | MT stabilizer cytotoxicity % | Autophagy mod | Autophagy mod cell loss 18 h | Dynein cargo inh | Dynein cargo inh cytoplasmic EGFP | Dynein cargo inh nuclear GR-EGFP | Dynein cargo inh cell count | human PMI inhibition
CCOC(=O)N1CCN(C(=O)C2CCN(S(=O)(=O)c3ccc(Cl)cc3)CC2)CC1 | 0% | i | 1.7 | 1052 | 0.05 | 799 | 9 | 7 | 1.4 | 1.4 | 9.2 | i | -8 | -0.3 | -0.29 | -0.028 | 0.32 | 4%
CCOc1cc(/C=N/Nc2nc3ccccc3[nH]2)cc(Br)c1OCC(=O)N(C)C | 0% | i | 1.7 | 1088 | -3.7 | 959 | -7 | -12 | 3.6 | 3.4 | 3.8 | i | 9 | 1.5 | -0.2 | 0.94 | -1.2 | 0%
COc1ccc(-c2cc(=Nc3ccc(C(=O)O)cc3)c3cc(C)ccc3o2)cc1 | 0% | i | 0.0 | 1072 | 2.1 | 1332 | 16 | 8 | 3.7 | 1.9 | 4.1 | i | 13 | -0.079 | -0.087 | -0.11 | 0.38 | -12%
CCC(C)NC(=O)CCn1c(-c2ccc(F)cc2)cc(C(C)=O)c1C (stereo unspecified) | 21% | i | -4.1 | 1034 | -0.21 | 1284 | -9 | 2 | 3.8 | 3.0 | 4.3 | i | -20 | 0.012 | -0.2 | -0.32 | 0.97 | 3%
NC(N)=N/N=C/c1cc([N+](=O)[O-])ccc1O | 15% | i | -1.6 | 1043 | 0.14 | 1440 | -8 | 13 | 2.5 | 2.4 | 17 | i | -7 | 0.39 | -0.16 | 0.32 | -0.4 | 26%
COc1ccc(NC(=S)NC(=O)c2ccc(Br)o2)cc1 | 8% | i | 6.0 | 889 | 1.4 | 1543 | 7 | 17 | 3.8 | 1.1 | 4.6 | i | 23 | 2.7 | -0.19 | 1.6 | -1.6 | 3%
COc1cc(OC)cc(N(C(=O)c2ccco2)C(C(=O)NC2CCCC2)c2ccc(N(C)C)cc2)c1 (stereo unspecified) | 10% | i | -3.7 | 1018 | -0.62 | 1164 | -7 | -24 | 2.6 | 2.5 | 9.9 | i | 9 | 1 | -0.22 | 0.6 | -0.49 | 3%
O=C(O)c1nccnc1C(=O)Nc1ccc(S(=O)(=O)N2CCOCC2)cc1 | / | i | 1.2 | 1336 | -1.2 | 1095 | / | / | / | / | / | / | / | -1.2 | -0.19 | -0.47 | 0.25 | /
N=c1n(Cc2ccccc2)c2ccccc2n1CC(O)COc1ccc(Cl)cc1Cl (stereo unspecified) | / | i | 28 | 422 | ? | / | 94* | 94* | 22 | 30 | 93 | i | 9 | -3.8* | 1* | -2.6* | -3.4* | /
CC(=O)c1ccc(NS(=O)(=O)c2c(C)cc(C)cc2C)cc1 | 7% | i | 1.7 | 1551 | -0.06 | 1495 | -12 | -15 | / | / | / | i | -15 | 2.2 | -0.22 | 1.5 | -0.47 | 11%
O=C(O)c1ccccc1C(=O)Nc1ccc(Br)c2cccnc12 | 53%* | i | 0.1 | 1495 | 0.72 | 1473 | -13 | 3 | 3.1 | 2.0 | 6.6 | i | 7 | -1.5 | -0.32 | -0.24 | 1.3 | 5%
O=C(O)CSc1ncnc2sc(-c3ccccc3)cc12 | -16% | i | -0.8 | 1149 | 0.64 | 1269 | -18 | -5 | 5.0 | 1.6 | 13 | i | -8 | -1.7 | -0.33 | -0.69 | 1.3 | -20%
CCC(C)NC(=O)C1=C(C)C(=O)OC12CCC(C)CC2 (stereo unspecified) | 6% | i | -1.4 | 1175 | -2 | 1865 | -6 | -15 | 3.5 | 1.3 | 3.3 | i | -2 | 1.9 | -0.068 | 1.2 | -1.3 | 7%
O=C(CN1CCN(S(=O)(=O)c2ccccc2)CC1)Nc1ccc(Cl)c(Cl)c1 | 6% | i | -7.4 | 1316 | -0.61 | 960 | -18 | -9 | 3.0 | 1.3 | 5.8 | i | 7 | 2.4 | 0.027 | 2 | -2 | 11%
O=C1CCCN1CCCN=c1c([N+](=O)[O-])nn(-c2ccc(Cl)cc2)n1O | 0% | i | -3.3 | 1040 | -2.2 | 1065 | -4 | 6 | 18 | 2.1 | 26 | i | 29 | 2.2 | -0.16 | 2 | -2.7 | -3%
Cc1nn(Cc2ccc(F)cc2)c(Cl)c1/C=N/NC(=O)c1ccccc1 | 2% | i | 1.3 | 920 | 2.2 | 1246 | -10 | 25 | 2.1 | 1.6 | 4.3 | i | -1 | 1.2 | -0.2 | 0.81 | -0.29 | 3%
CC(=O)[C@@]1(O)CC[C@H]2[C@@H]3CCC4=CC(=O)CC[C@]4(C)[C@H]3CC[C@@]21C | 0% | i | / | / | / | / | -5 | 5 | 2.3 | 1.3 | 2.9 | i | 1 | -0.9 | -0.16 | 0.1 | 0.72 | 1%
Cc1cccc(NC(=S)N/N=C/c2cccn2Cc2ccc(F)cc2)c1 | -6% | i | -4.3 | 1153 | -1.3 | 1151 | 42 | 0 | 3.4 | 2.1 | 7.2 | i | -2 | -1.5 | 0.68 | -0.86 | 2.1 | -5%
O=C1c2ccccc2C(=O)c2c1oc(C(F)(F)F)c2C(=O)c1ccccc1 | -33% | i | 0.7 | 1307 | 1.8 | 965 | -3 | -1 | 33 | 25 | 80 | i | 31 | 0.022 | -0.23 | -0.78 | 0.13 | -32%
COC(=O)c1cc(=O)n(-c2ccccc2)c(=Nc2ccccc2)s1 | -5% | i | -0.2 | 588 | -1.5 | 1049 | -22 | -4 | 5.5 | 1.9 | 0.1 | i | 27 | -3.9* | 1.4* | -1.9* | 0.54* | -7%
CCOC(=O)c1c(C)[nH]c(C)c1C(=O)COC(=O)c1ccc(S(=O)(=O)N(CC)CC)cc1 | 4% | i | -1.2 | 1330 | -1.5 | 1260 | 0 | 14 | 3.6 | 1.6 | 1.2 | i | 5 | 0.31 | -0.24 | -0.81 | 0.4 | 9%
COc1ccc(CNC(=O)CC2Sc3ccccc3NC2=O)cc1 (stereo unspecified) | -1% | i | 0.9 | 1050 | 0.7 | 960 | -16 | 4 | 3.5 | 3.7 | 5.1 | i | -2 | -0.66 | -0.25 | -0.26 | -0.3 | -5%
CC(OC(=O)CCc1nc(=O)c2ccccc2n1C)C(=O)NCc1ccc2c(c1)OCO2 (stereo unspecified) | 0% | i | -5.5 | 970 | -0.23 | 1651 | 4 | 18 | 1.8 | 0.8 | 7.7 | i | -17 | -0.28 | -0.05 | -0.011 | 0.44 | 2%
CCN(CC)C(=O)NCc1c(C)cc(C)cc1C | -12% | i | -1.7 | 1114 | -0.03 | 1328 | -3 | 2 | 2.2 | 2.3 | 7.5 | i | -5 | 1.3 | 0.14 | 0.29 | -2.2 | -3%
Cc1ccccc1C(=O)c1c[nH]c(C(=O)NCc2ccco2)c1 | 0% | i | -3.6 | 1282 | -0.45 | 1635 | -13 | -8 | 1.9 | 1.4 | 5.6 | i | 8 | 0.34 | -0.14 | -0.0082 | 0.004 | -7%
Cn1c(SCC(=O)N2CCOCC2)nnc1-c1cccc(NC(=O)c2ccccc2)c1 | -35% | i | -3.1 | 898 | 1.1 | 1125 | 3 | 2 | 4.7 | 3.9 | 5.3 | i | 1 | 0.14 | -0.34 | 0.29 | -0.035 | -28%
Oc1ccc2n[nH]nc2c1 | 11% | i | -1.0 | 508 | 0.06 | 1314 | -1 | -10 | 1.5 | 3.2 | 7.0 | i | 13 | -0.82 | 0.11 | 0.39 | 0.28 | 7%
NC(=O)c1ccc2c(c1)OCCO2 | 6% | i | / | / | / | / | -1 | 5 | 2.2 | 1.2 | 5.1 | i | 2 | -0.035 | -0.22 | -0.15 | 0.031 | 4%
Cc1ccc2nsnc2c1S(=O)(=O)Nc1cccc2nsnc12 | 50%* | i | -2.1 | 841 | / | / | -11 | -6 | 4.1 | 4.4 | 5.9 | i | 4 | 0.17 | -0.22 | 0.39 | 0.28 | 16%
O=C(Nc1ccccc1)c1cccc(C(F)(F)F)c1 | 3% | i | -1.8 | 551 | 0.23 | 1331 | 12 | 24 | 3.0 | 1.2 | 1.3 | i | 3 | -0.34 | -0.22 | -0.21 | 0.94 | -2%
O=C(Cn1nc(-c2ccccc2)ccc1=O)N1CCOCC1 | / | i | / | / | / | / | 10 | 4 | 1.6 | 3.5 | 4.2 | i | 7 | -0.65 | -0.29 | -0.26 | 0.41 | /

Quoted at random: 2 records from the list.
SMILES | PMI inhibition | Yfh1-depleted yeast | b-catenin transl | b-catenin transl cell count 5 µM | Insulin prom up | Insulin prom up cell count | WT yeast gro inh | WT yeast gro inh mutant strain | MT stabilizer | MT stabilizer Hoechst-high % | MT stabilizer cytotoxicity % | Autophagy mod | Autophagy mod cell loss 18 h | Dynein cargo inh | Dynein cargo inh cytoplasmic EGFP | Dynein cargo inh nuclear GR-EGFP | Dynein cargo inh cell count | human PMI inhibition
O=C(Cn1nc(-c2ccccc2)ccc1=O)N1CCOCC1 | / | i | / | / | / | / | 10 | 4 | 1.6 | 3.5 | 4.2 | i | 7 | -0.65 | -0.29 | -0.26 | 0.41 | /
Cc1ccccc1C(=O)c1c[nH]c(C(=O)NCc2ccco2)c1 | 0% | i | -3.6 | 1282 | -0.45 | 1635 | -13 | -8 | 1.9 | 1.4 | 5.6 | i | 8 | 0.34 | -0.14 | -0.0082 | 0.004 | -7%
